Screening results (PubChem BioAssay)
BLM helicase inh = inhibitors of human Bloom syndrome helicase BLM; P54132; AID 2528; 0.2% of 350,000 active; recombinant BLM DNA unwinding, fluorescence dequenching; Potency, µM (highest dose often 56.1 µM), inactives show at the top dose activity change, negative = inhibition, actives largely listed as inhibitors;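 note: plate controls were vehicle for no effect and no enzyme for full effect; nearly all actives have a fitted effect of over 35% in size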
APE1 inh = APE1 (human) endonuclease inhibition; recombinant APE1, TAMRA/BHQ-2 abasic DNA cleavage fluorescence; Potency, µM (titrated, usually from 65.8 µM), inactives show at the top dose activity change, negative = inhibition, hits mostly inhibitors; 0.35% of 350,000 active;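 note: plate controls were vehicle for no effect and reference inhibitor for full effect; nearly all actives have a fitted effect of over 55% in size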
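Readout is kinetic fluorescence (ex 525, em 598 nm) from cleavage of 50 nM TAMRA/BHQ-2 THF abasic duplex by 0.75 nM APE1, compound added 15 min beforehand at RT.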
Pol iota inh = DNA polymerase iota (human) inhibition; Q9UNA4; Pol iota fluorescent replication assay, 10 min; Potency, µM (top dose mostly 115 µM), for the others: at the top dose activity, negative = inhibition, usual class: inhibitors; 1% of 390,000 active
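Pol iota at 10 nM preincubated 15 min with compounds at room temperature; reaction started with fluorescent substrate, 50 nM final. Fluorescence read kinetically at 0 and 10 min; buffer-only wells as negative control.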
BAZ2B inh = blocks human BAZ2B | Q9UIF8 | AlphaScreen BAZ2B-H3K14Ac peptide displacement | Potency, µM (series often up to 114 µM), for the others: at the top dose activity change, negative = inhibition, hits mostly inhibitors | 4.4% of 360,000 active | AID 504333; note: % is set by controls: 0 for no effect and ±100 for the full control effect; nearly all actives have a fitted effect of over 60% in size
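Complex of BAZ2B and biotin-H3K14Ac (50 nM apiece) forms over 30 min at RT, then faces library compounds up to 110 uM for another 30 min; AlphaScreen beads added, 20 min dark incubation, luminescence read.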
Pol kappa inh = DNA polymerase kappa (human) inhibition; 0.53% of 400,000 active; Potency, µM (series often up to 107 µM), inactives show top-dose activity, negative = inhibition, most hits filed as inhibitors; AID 588579; purified Pol kappa, fluorescent DNA synthesis assay, 10 min; note: % is set by controls: 0 for no effect and ±100 for the full control effect
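Readout: fluorescence, taken kinetically at 0 and 10 min. Conditions: 10 nM Pol kappa, 15 min RT compound preincubation, 50 nM substrate final. Controls: enzyme-free buffer wells.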
G9a inh = G9a (human) methyltransferase inhibition. Q96KQ7. G9a H3K9 monomethylation, AlphaScreen, 2 h. Potency, µM (highest dose often 102 µM), without a hit: top-dose activity, negative = inhibition, hits mostly inhibitors. 8.8% of 350,000 active; note: % is set by controls: 0 for no effect and ±100 for the full control effect; nearly all actives have a fitted effect of over 75% in size
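Signal arises when biotinylated H3K9 peptide, once monomethylated, bridges streptavidin donor and antibody-captured acceptor beads. Enzyme at 20 nM was preincubated 15 min with test compounds; peptide 500 nM and SAM 20 uM then reacted for 2 h.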
Pol beta inh = DNA polymerase beta (human) inhibition; P06746; Pol beta primer extension/strand displacement, fluorescence kinetic; Potency, µM (highest dose often 114 µM), for inactives: at the highest dose activity change, negative = inhibition, most hits filed as inhibitors; 1.3% of 340,000 active; AID 485314; note: % is set by controls: 0 for no effect and ±100 for the full control effect
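Values derive from four-parameter Hill fits of normalized kinetic data: reads at 0 and 10 min following addition of 50 nM substrate to 10 nM Pol beta preincubated 15 min with compound.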
Pol eta inh = blocks human DNA polymerase eta activity. Q9Y253. Potency, µM (series often up to 114 µM), without a hit: top-dose activity change, negative = inhibition, usual class: inhibitors. recombinant Pol eta, fluorescent DNA replication assay. 1.2% of 390,000 active. AID 588591; note: % is set by controls: 0 for no effect and ±100 for the full control effect
Target sequence (Q9Y253 whole entry, looked up): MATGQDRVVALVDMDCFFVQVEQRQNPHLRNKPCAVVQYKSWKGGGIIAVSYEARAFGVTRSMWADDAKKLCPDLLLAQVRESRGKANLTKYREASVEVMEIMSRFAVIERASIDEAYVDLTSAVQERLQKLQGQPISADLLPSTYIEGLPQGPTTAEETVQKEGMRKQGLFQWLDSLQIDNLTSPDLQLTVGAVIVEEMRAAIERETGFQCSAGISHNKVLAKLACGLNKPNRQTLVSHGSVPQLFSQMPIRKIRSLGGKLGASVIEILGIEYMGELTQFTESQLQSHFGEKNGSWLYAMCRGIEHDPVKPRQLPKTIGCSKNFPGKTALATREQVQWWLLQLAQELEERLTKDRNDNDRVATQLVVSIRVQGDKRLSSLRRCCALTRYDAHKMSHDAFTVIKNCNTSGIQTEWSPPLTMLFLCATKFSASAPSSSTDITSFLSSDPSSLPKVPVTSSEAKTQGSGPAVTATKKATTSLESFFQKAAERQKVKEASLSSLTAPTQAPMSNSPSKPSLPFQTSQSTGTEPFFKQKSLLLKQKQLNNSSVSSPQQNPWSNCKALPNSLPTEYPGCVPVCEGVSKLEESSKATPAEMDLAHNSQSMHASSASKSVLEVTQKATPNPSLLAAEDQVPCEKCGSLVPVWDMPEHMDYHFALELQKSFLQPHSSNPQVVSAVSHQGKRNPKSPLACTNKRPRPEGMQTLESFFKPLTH
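Pol eta at 10 nM preincubated with compounds 15 min at room temperature; reaction started with fluorescent substrate (50 nM final) and read kinetically at 0 and 10 min.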
Anesthetic bind = candidate novel general anesthetic via apoferritin binding. apoferritin/1-aminoanthracene competitive binding, fluorescence. Potency, µM (doses to about 77.5 µM), for the others: at the highest dose activity change, negative = displacement, most hits filed as inhibitors. 0.074% of 350,000 active. AID 485281; note: % is set by controls: 0 for no effect and ±100 for the full control effect; nearly all actives have a fitted effect of over 20% in size
Target sequence (P02791 2-175 limits assumed): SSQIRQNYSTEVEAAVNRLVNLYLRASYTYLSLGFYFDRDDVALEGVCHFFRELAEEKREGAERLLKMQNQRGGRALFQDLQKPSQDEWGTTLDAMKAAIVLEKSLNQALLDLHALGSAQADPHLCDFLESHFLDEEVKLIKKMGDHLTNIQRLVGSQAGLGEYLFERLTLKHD
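Read-out: endpoint 1-AMA fluorescence, excitation 380 nm and emission 535 nm, after compounds sit 10 min at room temperature with 10 uM horse-spleen apoferritin in 50% saturated 1-AMA/PBS. Values come from four-parameter Hill fits.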
An asterisk follows results filed as active; ? = inconclusive; . = no result given; & = joins results of further samples; [ ] = another dose, or the depositor's remark. Calls come from the whole dose curve; as a rule, active = well fitted curve in the direction sought with a large enough effect; inconclusive = small, poorly fitted or top-dose-only effect, or another doubt; inactive = no such curve, though single readings can be large; an effect the other way counts as inactive or inconclusive. Potency is the fitted concentration of half-maximal effect.

A first look (5 entries):
[1] CCOc1ccc(C(=O)N/N=C/c2cccc3cccnc23)cc1
[2] CC1CCN(S(=O)C23CC4CC(CC(C4)C2)C3)CC1 (configuration not stated)
[3] O=C(COc1ccccc1Br)N1CCN(c2ccccc2)CC1
[4] N#C/C(=C(/O)CN1CCN(c2ccccc2F)CC1)c1nc(-c2ccc(Cl)cc2)cs1
[5] Cc1[nH]c(=O)[nH]c(=O)c1S(=O)(=O)N1CCCc2ccccc21

Assay by compound,1,2,3,4,5
Pol iota inh,-11%,-13%,7%,-19%,-1%
Pol beta inh,-4%,-15%,-27%,6%,-10%
Pol eta inh,-8%,-6%,-2%,1%,-6%
Anesthetic bind,-21%,-20%,-3%,-5%,-1%
BLM helicase inh,7%,-4%,6%,-4%,2%
Pol kappa inh,-4%,-1%,-11%,-14%[60.1 µM],-11%
BAZ2B inh,20µM*,-13%,?,-3%,-22%
APE1 inh,-3%,2%,-6%,4%,77%[activator]
G9a inh,22%[59 µM],-4%,5%[0.501 µM],-15%[0.0925 µM],20%

Results, from the start:
[1] CCOc1ccc(C(=O)N/N=C/c2cccc3cccnc23)cc1
[2] CC1CCN(S(=O)C23CC4CC(CC(C4)C2)C3)CC1 (configuration not stated)
[3] O=C(COc1ccccc1Br)N1CCN(c2ccccc2)CC1
[4] N#C/C(=C(/O)CN1CCN(c2ccccc2F)CC1)c1nc(-c2ccc(Cl)cc2)cs1
[5] Cc1[nH]c(=O)[nH]c(=O)c1S(=O)(=O)N1CCCc2ccccc21
[6] Cc1sc2nc(C(C)C)nc(SCC(=O)N3CCN(C(=O)c4ccco4)CC3)c2c1C

Assay by compound,1,2,3,4,5,6
Pol iota inh,-11%,-13%,7%,-19%,-1%,-11%
Pol beta inh,-4%,-15%,-27%,6%,-10%,-9%
Pol eta inh,-8%,-6%,-2%,1%,-6%,-8%
Anesthetic bind,-21%,-20%,-3%,-5%,-1%,?
BLM helicase inh,7%,-4%,6%,-4%,2%,1%
Pol kappa inh,-4%,-1%,-11%,-14%[60.1 µM],-11%,-10%
BAZ2B inh,20µM*,-13%,?,-3%,-22%,-36%
APE1 inh,-3%,2%,-6%,4%,77%[activator],-1%
G9a inh,22%[59 µM],-4%,5%[0.501 µM],-15%[0.0925 µM],20%,?

[7] CC1CCC(C(C)C)C(OC(=O)CSc2nccc(=O)[nH]2)C1 (configuration not stated)
[8] CCN1C(=O)[C@@H]2[C@H](C1=O)[C@@H]1C(=O)Nc3ccccc3C(=O)N1[C@@H]2c1cccc(Cl)c1
[9] Cc1cccc(NS(=O)(=O)c2ccc3c(c2)CC(C)N3C(=O)C2CCC2)c1C (configuration not stated)
[10] O=C(OCC(O)COc1ccccc1)c1ccc([N+](=O)[O-])cc1 (configuration not stated)
[11] CCOC(=O)c1ccc(N2Cc3ccccc3C2=NC(=O)c2ccncc2)cc1
[12] COc1ccccc1Nc1nc2ccccc2n2cnnc12

Assay by compound,7,8,9,10,11,12
Pol iota inh,22%,30%[activator],-5%,-11%,4%,26%
Pol beta inh,-13%,24%,-19%,-10%,-1%,1%
Pol eta inh,-1%,-13%,-15%,-19%,-16%,-11%
Anesthetic bind,?,2%,3%,1%,-10%,-1%
BLM helicase inh,0%,-2%,-6%,-5%,2%,-5%
Pol kappa inh,8%,-13%,-10%,6%,5%,14%
BAZ2B inh,-2%,-30%,2%,-16%,-1%,-3%
APE1 inh,-3%,1%,.,26%,14%,-5%
G9a inh,7%,16%,0%[59 µM],3%,?,5%

[13] CCN(Cc1ccccc1)Cc1c(O)ccc2c(=O)c(-c3ccccc3OC)c(C(F)(F)F)oc12
[14] Cc1ccc(-n2c(=O)[nH]c3c(C(N)=O)nc(C(C)C)nc32)cc1
[15] C[C@H]1CCC2[C@](C)(CO)[C@@H](O)CC[C@]2(C)[C@@]12CCC(CO)(CCO)O2 (some centres not stated)
[16] CC(C)c1ccc(Nc2cc(C(=O)NCc3cccs3)c3ccccc3n2)cc1
[17] Cc1ccc(-c2nc(CN3CCCCC3c3cccc(F)c3)c(C)o2)o1 (configuration not stated)
[18] CCOCCOC(=O)COC(=O)c1ccccc1NC(=O)c1ccccc1

Assay by compound,13,14,15,16,17,18
Pol iota inh,?,15%,40%[activator],13%,113%[activator],23%
Pol beta inh,-2%,-23%,17%,9%,-2%,9%
Pol eta inh,.,-14%,-17%,3%,?,-15%
Anesthetic bind,-16%,-6%,6%,326%[activator],-17%,5%
BLM helicase inh,-20%,-6%,-6%,1%,-6%,-13%
Pol kappa inh,-22%,5%,0%,-9%,-11%,1%[60.1 µM]
BAZ2B inh,-11%,-16%,-9%,.,-39%,38%
APE1 inh,.,32%,32%,.,0%,0%
G9a inh,?,44%,21%,-6%[59 µM],40µM*,15%[59 µM]

Single entries from the entries so far:
cpd 15 | Pol kappa inh: 0%
cpd 16 | Pol iota inh: 13%
cpd 17 | APE1 inh: 0%
cpd 14 | Anesthetic bind: -6%
cpd 13 | Pol beta inh: -2%

The list continues:
[19] CC(C)N1CC(O)=C(c2nc3ccccc3[nH]2)C1=N
[20] CCN(CCCNC(=O)CNC(=O)c1nn(-c2ccc(OC)cc2)c(=O)c2ccccc12)c1cccc(C)c1
[21] CCOC(=O)Cn1c2ccc(F)cc2c2nc(C)sc21
[22] Cc1cc(C[n+]2ccccc2)c2nsnc2c1
[23] O=C(c1ccc(F)cc1)c1ccc(-c2ccc(F)cc2)nc1
[24] Cc1c(NS(=O)(=O)c2ccc(NCC3CCCO3)c([N+](=O)[O-])c2)c(=O)n(-c2ccccc2)n1C (configuration not stated)

Assay by compound,19,20,21,22,23,24
Pol iota inh,-16%,32%[activator],-2%,26%,15%,24%
Pol beta inh,-15%,3%,15%,-1%,-13%,13%
Pol eta inh,-5%,-10%,-3%,-3%,-18%,-18%
Anesthetic bind,-3%,?,-12%,2%,-6%,-12%
BLM helicase inh,1%,-10%,-3%,3%,-5%,3%
Pol kappa inh,-1%,2%,1%,-1%[60.1 µM],6%,-1%
BAZ2B inh,-2%,-39%,11%,-4%,8%,.
APE1 inh,0%,40%,0%,0%,15%,-4%
G9a inh,-6%,32µM*,-47%,15%[59 µM],-3%[2.33 µM],8%

[25] CN(C)S(=O)(=O)c1ccc(-n2cccc2)cc1
[26] COc1cc(NC(=O)Cn2c(=O)n(CC3CCCO3)c(=O)c3ccccc32)cc(OC)c1 (configuration not stated)
[27] Cc1sc[n+](CC(=O)c2ccc(Br)cc2)c1C
[28] C/C(=N\NS(=O)(=O)c1ccc(Cl)c([N+](=O)[O-])c1)c1cc2ccccc2o1
[29] Fc1ccc(-c2nn(-c3ccccc3Cl)c3c2cnc2ccccc23)cc1
[30] CC(=O)c1c(C)[nH]c(C(=O)OCC(=O)Nc2ccc(C)cc2[N+](=O)[O-])c1C

Assay by compound,25,26,27,28,29,30
Pol iota inh,14%,-10%&10%,4%,-16%,19%,-2%
Pol beta inh,2%,2%&1%,31%,1%,3%,-1%
Pol eta inh,-13%,-9%&-18%,-9%,?,-14%,8%
Anesthetic bind,-14%,-23%&-10%,-11%,-17%,?,-3%
BLM helicase inh,-4%,-3%&-1%,-3%,-3%,-4%,-1%
Pol kappa inh,5%,-5%&6%,6%,-9%,0%[60.1 µM],-5%[60.1 µM]
BAZ2B inh,?,-16%&35%,-19%,?,-26%,?
APE1 inh,-1%,0%,31%[activator],?,.,-3%
G9a inh,2%,-2%,11%[59 µM],?,8%[59 µM],?

[31] Cc1cccc(Cn2c(N3CCN(C)CC3)nc3c2c(=O)[nH]c(=O)n3C)c1
[32] COC(=O)c1sccc1S(=O)(=O)N(CC(=O)Nc1cc(C)cc(C)c1)c1ccc(Cl)cc1
[33] Cc1nnc(SCC(=O)NCc2ccc(N(C)C)cc2)c2nn(-c3ccccc3)c(C)c12
[34] COc1ccc(CCNC(=O)CN2CCN(c3ccccc3Cl)CC2)cc1
[35] O=C(Nc1cc2cc([N+](=O)[O-])ccc2oc1=O)c1cccs1
[36] COc1ccc(-n2c(SCC(=O)Nc3ccccc3OC)nc(O)c(Cc3ccccc3)c2=O)cc1

Assay by compound,31,32,33,34,35,36
Pol iota inh,171%[activator],-17%,?,-1%,.,-20%
Pol beta inh,20%,-15%,2%,?,-8%,20%
Pol eta inh,-17%,-21%,11%,-16%,.,6%
Anesthetic bind,-7%,-9%,?,?,-7%,-13%
BLM helicase inh,5%,-12%,-8%,1%,2%,-1%
Pol kappa inh,3%,0%,1%,0%,.,-17%
BAZ2B inh,12%,-1%,?,-15%,1%,-2%
APE1 inh,-10%,.,.,-7%,-2%,-19%
G9a inh,10%,50%[59 µM],?,-49%[59 µM],-2%,.

[37] Nc1nnc(N)c2ccccc12
[38] Cc1ccc(C(=O)Cn2cncn2)cc1
[39] CC(C(=O)Nc1ccc(S(=O)(=O)N2CCCC2)cc1)N1CCc2ccccc2C1 (configuration not stated)
[40] CCOC(=O)c1ccc(Oc2nc(N(C)C)nc(N3CCOCC3)n2)cc1

Assay by compound,37,38,39,40
Pol iota inh,145%[activator],-10%[58.9 µM],-14%,?
Pol beta inh,26%,0%,.,14%
Pol eta inh,-25%,-14%,-11%,-10%
Anesthetic bind,4%,-4%,.,-14%
BLM helicase inh,5%,0%,.,-6%
Pol kappa inh,0%,-8%,-3%,-1%
BAZ2B inh,-2%,-24%,0%,-14%
APE1 inh,1%,6%,-14%,-1%
G9a inh,-4%,50µM*,11%[2.33 µM],-3%

A portion of the library; the hit share may differ from the screen's.
